# FBW7 activator = activators of human E3 ligase FBW7. Q969H0. AlphaScreen FBW7–phospho-cyclin E peptide binding, activator screen. normalized activity (activation), % at 26.1 µM. hit rate 0.13% among 650,000. AID 1259310; in the data active = normalized activity above about 1.9%;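 note: purified mutant Fbw7 with reduced substrate affinity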
# GPR151 activ = activates the human receptor GPR151. PathHunter beta-arrestin GPR151 cells, luminescence. activation, % at 11.2 µM. hit rate 1% among 650,000. AID 1508602; in the data active = activation above about 4.9%;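 note: 0% = median of compound wells and 100% = cells with positive control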
# Target sequence (Q8TDV0 whole entry, looked up): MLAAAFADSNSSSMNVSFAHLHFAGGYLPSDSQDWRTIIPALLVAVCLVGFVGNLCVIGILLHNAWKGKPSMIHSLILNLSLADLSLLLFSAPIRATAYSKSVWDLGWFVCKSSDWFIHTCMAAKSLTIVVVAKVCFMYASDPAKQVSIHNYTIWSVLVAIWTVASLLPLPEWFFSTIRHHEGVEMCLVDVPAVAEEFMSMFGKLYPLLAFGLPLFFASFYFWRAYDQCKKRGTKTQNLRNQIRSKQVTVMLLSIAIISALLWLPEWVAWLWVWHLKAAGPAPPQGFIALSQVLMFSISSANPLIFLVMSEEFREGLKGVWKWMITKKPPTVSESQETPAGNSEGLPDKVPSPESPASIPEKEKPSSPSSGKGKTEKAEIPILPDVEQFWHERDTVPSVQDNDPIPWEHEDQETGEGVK
# TEAD-YAP inh = TEAD-YAP interaction inhibition | HEK-TIYL cells, TEAD-Gal4/YAP UAS-luciferase luminescence | inhibition, % at 9.12 µM | hit rate 1.4% among 640,000 | AID 1259422; in the data active = inhibition above about 32%;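 note: 0% = median of test compound wells and 100% = reference inhibitor wells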
# MITF inh = inhibitors of human MITF | O75030 | inhibition, % at 2.6 µM | AlphaScreen MITF homodimerization, bead proximity signal | hit rate 0.91% among 650,000 | AID 1259374; in the data active = inhibition above about 50%;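 note: 0% = vehicle wells with protein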
# Target sequence (O75030 whole entry, looked up): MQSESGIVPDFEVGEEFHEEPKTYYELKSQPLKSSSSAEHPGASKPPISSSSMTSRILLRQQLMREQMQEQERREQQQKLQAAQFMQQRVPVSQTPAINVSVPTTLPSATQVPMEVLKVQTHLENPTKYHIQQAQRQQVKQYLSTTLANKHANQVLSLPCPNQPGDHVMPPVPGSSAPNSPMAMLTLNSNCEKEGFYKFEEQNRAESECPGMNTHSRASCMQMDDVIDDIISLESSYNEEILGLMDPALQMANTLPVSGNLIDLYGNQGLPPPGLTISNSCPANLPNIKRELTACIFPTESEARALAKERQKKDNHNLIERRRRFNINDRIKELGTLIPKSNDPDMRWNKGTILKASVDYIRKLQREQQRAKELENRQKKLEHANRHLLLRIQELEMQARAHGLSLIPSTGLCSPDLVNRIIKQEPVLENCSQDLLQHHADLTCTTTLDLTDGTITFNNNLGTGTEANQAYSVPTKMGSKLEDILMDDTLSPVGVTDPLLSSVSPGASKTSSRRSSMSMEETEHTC
# An asterisk follows results filed as active.
# Values run as follows: FBW7 activator	GPR151 activ	TEAD-YAP inh	MITF inh
(1) CCOC(=O)C1=C(COC(=O)c2ccc(NC(C)=O)cc2)NC(=O)NC1c1cccs1 (centres undefined)
    0.0	4.3	1	-5
(2) CCOC(=O)C1=C(c2ccccc2)NC(=S)NC1c1ccco1 (centres undefined)
    0.1	-0.7	2	-7
(3) O=C1c2cccc(N3CCN(C4Cc5ccccc5C4)CC3)c2C(=O)N1CCn1cccn1
    0.1	-0.9	-3	8
(4) O=C(CCS(=O)(=O)Cc1ccc(Cl)cc1)NCc1ccccc1Cl
    0.1	0.4	3	-1
(5) CC(C)N(C(=O)COC(=O)[C@H](C)NS(=O)(=O)c1cccc(C(F)(F)F)c1)C(C)C
    0.0	1.4	8	2
(6) CCOc1ccccc1CNc1n[nH]c2nc(C)cc(C(F)(F)F)c12
    0.0	-1.2	0	-15
(7) CCOC(=O)Nc1ccc2c(CCl)cc(=O)oc2c1
    0.4	-0.4	-11	-9
(8) CC1(C)CC(=O)C2=C(C1)N(c1cc(C(F)(F)F)ccc1Cl)C(N)=C(C#N)C2c1cccnc1 (centres undefined)
    -0.2	0.5	7	-4
(9) COc1cc(C2C3=C(CC(C)(C)CC3=O)Nc3[nH]c(=O)[nH]c(=O)c32)cc(OC)c1OC (centres undefined)
    -0.1	0.2	-1	-16
(10) CC(C)CCSc1nc(N)c2c3c(sc2n1)COC(C)(C)C3
    0.0	-1.0	-8	-4
(11) CCCCNC(=O)c1oc2ccc(S(=O)(=O)N3CCCC3)cc2c1C
    0.1	1.0	0	15
(12) COC(=O)C1=C(N)OC2=C(C(=O)CCC2)C1c1ccc(SC)cc1 (centres undefined)
    0.0	0.3	2	6
(13) O=C(Nc1ccccc1Cl)NC1(C(F)(F)F)Oc2ccccc2O1
    0.8	-0.8	-3	28
(14) Cc1c(C(=O)Nc2ccc(N3CCOCC3)c(Cl)c2)oc2ccccc12
    0.0	2.0	-45	-3
(15) CCCC(=O)Nc1c2c(nn1-c1ccc(OC)cc1)CS(=O)(=O)C2
    0.1	1.0	12	2
(16) O=C1C(Cl)=C(NCCN2CCOCC2)C(=O)c2ccccc21
    0.0	-0.9	-12	9
(17) CC(=O)Nc1ccc(Sc2ccccc2C(=O)O)cc1
    -0.1	-0.4	1	-9
(18) CCCCCCOc1ccc(N2C(=O)CC(N3CCSCC3)C2=O)cc1 (centres undefined)
    -0.2	2.1	-6	2
(19) Fc1ccc(C2=CC(c3ccccc3Cl)n3nnnc3N2)cc1 (centres undefined)
    -0.1	0.0	1	-19
(20) COc1ccccc1CNC(=O)C(=O)NCC(c1ccc2c(c1)OCO2)N1CCOCC1 (centres undefined)
    0.2	1.2	-2	10
(21) Cc1ccc(N2C(=O)CC(NCc3ccc(Cl)cc3Cl)C2=O)cc1 (centres undefined)
    0.1	0.3	-4	-5
(22) Cc1ccc2c(c1)N(CC(=O)c1ccc(F)cc1)C(=O)C(C)O2 (centres undefined)
    0.1	-0.7	-13	17
(23) Cc1ccc(C(=O)Nc2ccc(Cl)cc2C(=O)O)cc1C
    -0.2	-3.4	-13	-7
(24) O=C(NCc1cccnc1)c1ccc(Cl)s1
    0.9	-1.0	5	18
(25) CCC(=O)Nc1cc(CNC(=O)C(C)Oc2ccc(Cl)cc2C)cc(C(=O)OC)c1 (centres undefined)
    0.0	-0.4	-4	-4
(26) CCOC(=O)Nc1ccc(Cl)cc1F
    -0.1	0.1	5	-4
(27) COc1ccc(-c2noc(CCc3ccccc3)n2)cc1
    0.1	-0.3	-38	-1
(28) CCOCCCNC(=O)CN(C)c1nnc(N2CCCC2=O)s1
    0.1	1.9	3	-2
(29) NC(=O)c1sc2nc(C34CC5CC(CC(C5)C3)C4)ccc2c1N
    -0.1	0.6	-2	-10
(30) CC(C)n1cnc2c(NCCc3ccc(O)cc3)nc(-c3ccc(N4CCOCC4)nc3)nc21
    0.1	-1.2	16	16

# Continued; it opens with the 4 that closed the last part.
# Values run as follows: FBW7 activator	GPR151 activ	TEAD-YAP inh	MITF inh
(27) COc1ccc(-c2noc(CCc3ccccc3)n2)cc1
    0.1	-0.3	-38	-1
(28) CCOCCCNC(=O)CN(C)c1nnc(N2CCCC2=O)s1
    0.1	1.9	3	-2
(29) NC(=O)c1sc2nc(C34CC5CC(CC(C5)C3)C4)ccc2c1N
    -0.1	0.6	-2	-10
(30) CC(C)n1cnc2c(NCCc3ccc(O)cc3)nc(-c3ccc(N4CCOCC4)nc3)nc21
    0.1	-1.2	16	16
(31) COCCNC(=O)C(=O)NCC1OCCCN1S(=O)(=O)c1ccccc1 (centres undefined)
    0.6	-0.4	9	6
(32) C/C(CC(=O)N1CCN(C=O)CC1)=N\NC(=O)c1ccc(I)cc1
    -0.2	1.4	2	-1
(33) CCNC(=O)CN(c1cc(C(F)(F)F)ccc1Cl)S(=O)(=O)c1ccccc1
    0.2	1.7	5	0
(34) CC1CC(C)CN(S(=O)(=O)c2ccc3[nH]cc(C(=O)NCc4ccccc4)c(=O)c3c2)C1 (centres undefined)
    0.1	1.1	-1	-5
(35) Cc1ccc(CNc2nc3c(C)cccn3c(=O)c2/C=C2\SC(=S)N(C)C2=O)cc1
    0.0	0.9	-4	-10
(36) CCOc1ccc(S(=O)(=O)N2CCSC2c2ccccc2)cc1 (centres undefined)
    0.1	1.1	9	7
(37) Cc1[nH]c2ccccc2c1/C=N/NC(=O)Cc1csc(N)n1
    -1.6	0.1	-4	-5
(38) CCN(CC)c1ccc(NC(=O)c2cccc(C)c2)cc1
    -0.3	0.3	-58	-2
(39) O=C(CCCOc1ccc(Cl)cc1Cl)Nc1ccc(F)cc1
    0.1	0.2	3	8
(40) O=C(Nc1nnc(C2CCCCC2)s1)c1ccc(Cl)cc1
    -0.1	-0.2	8	17
(41) O=S(=O)(O)c1ccc(N=NN2CCOCC2)cc1
    -0.1	-0.2	9	20
(42) COCCOC(=O)C1=C(C)NC(C)=C(C(=O)OCCOC)C1c1cn(-c2ccccc2)nc1-c1cccs1
    -0.3	1.0	3	-3
(43) O=S1(=O)Nc2c(ccc3cccnc23)-c2ccccc21
    -0.3	3.9	60*	88*
(44) Cc1cc(=O)n2nc(N(C)CC(=O)NCc3ccccc3)sc2n1
    -0.2	3.3	-7	-4
(45) CC(C)(C)NC(=O)c1cnn2c(C(F)(F)F)cc(-c3cccs3)nc12
    0.5	1.1	0	-10
(46) COCCN1CCn2c(nc3cc(Nc4nnc(C)c5ccccc45)ccc32)C1
    -0.1	0.2	-2	5
(47) Cc1ncc2c(NCc3ccncc3)nc3ccccc3n12
    0.0	-1.9	-5	18
(48) CCOc1cc(C=O)ccc1OCc1cccc([N+](=O)[O-])c1
    0.1	0.7	4	37
(49) CCOC(=O)C1CCCN(C/C=C/c2ccccc2[N+](=O)[O-])C1 (centres undefined)
    0.0	-0.5	11	37
(50) CC[C@H](C)[C@H](NC(N)=O)C(=O)Nc1cc(C)cc(C)c1
    0.1	0.1	-3	11
(51) COc1ccc2nc(NC(=O)/C=C/c3ccccc3)sc2c1
    0.1	-0.5	-9	12
(52) Cc1nn(S(=O)(=O)c2ccc(F)cc2)c(C)c1Sc1ccc(Cl)cc1
    0.7	0.9	2	10
(53) COc1ccc(NC(=O)N2CCCC2C(=O)Nc2ccc(Oc3ccccc3)cc2)cc1 (centres undefined)
    -0.1	0.6	-3	21
(54) S=C1NNC2(CC3CC2C2CCCC32)NN1 (centres undefined)
    -0.1	1.0	3	5
(55) c1ccc(CSc2ccc3nnc(-c4cccnc4)n3n2)cc1
    0.5	2.7	-3	2
(56) Cc1[nH]nc(NCc2ccco2)c1[N+](=O)[O-]
    1.6	-1.1	7	4
(57) COC(=O)c1ccc(Nc2nnc(Cc3ccccc3)c(=O)[nH]2)cc1
    0.0	0.3	-4	-1
(58) N#CC(C#N)=C1C=C2C=C(N3CCOCC3)CCC2CC1 (centres undefined)
    0.3	0.5	4	12
(59) O=C(CSc1nc(=O)n(CC2CCCO2)c2c1CCCC2)Nc1ccc(F)c(F)c1 (centres undefined)
    0.1	1.5	-3	4
(60) Nc1nc(N)c2sc(Nc3ccccc3)nc2n1
    0.2	-2.0	-15	-4

# Full records, quoted from the list. Order of values: FBW7 activator | GPR151 activ | TEAD-YAP inh | MITF inh
# O=C(Nc1nnc(C2CCCCC2)s1)c1ccc(Cl)cc1 as listed: -0.1 | -0.2 | 8 | 17
# Cc1ccc(CNc2nc3c(C)cccn3c(=O)c2/C=C2\SC(=S)N(C)C2=O)cc1 as listed: 0.0 | 0.9 | -4 | -10
# S=C1NNC2(CC3CC2C2CCCC32)NN1 (centres undefined) as listed: -0.1 | 1.0 | 3 | 5
# CCOc1cc(C=O)ccc1OCc1cccc([N+](=O)[O-])c1 as listed: 0.1 | 0.7 | 4 | 37
# CCOc1ccc(S(=O)(=O)N2CCSC2c2ccccc2)cc1 (centres undefined) as listed: 0.1 | 1.1 | 9 | 7

# The list goes on:
# Values run as follows: FBW7 activator	GPR151 activ	TEAD-YAP inh	MITF inh
(61) CCCCN1CCN(c2ccc(C(F)(F)F)cn2)C1=O
    0.2	4.8	-27	5
(62) Cc1nc(SCc2c(C)noc2C)c2c3c(sc2n1)CCC3
    -0.1	2.5	-2	-10
(63) COc1cccc2cc(C(=O)Nc3cccc(C(F)(F)F)c3)c(=Nc3ccc(C(=O)O)cc3)oc12
    -0.2	2.6	17	-4
(64) c1ccc(Nc2c3c(nc4ncnn24)CCC3)cc1
    0.0	0.1	6	-2
(65) COC(=O)c1[nH]cnc1C(=O)Nc1ccc(C)cc1C(=O)c1ccccc1
    0.1	0.2	-16	19
(66) COCCn1c(=NC(=O)C2=COCCO2)sc2cc(Br)ccc21
    -0.1	0.0	-4	11
(67) COc1ccc(C=O)cc1OS(=O)(=O)c1ccc(NC(C)=O)cc1
    0.0	0.9	2	10
(68) Cc1cnc(C)c(-c2ccc3c(c2)CC(CNC(=O)C#Cc2ccccc2)O3)n1 (centres undefined)
    0.0	-1.5	17	-3
(69) O=C(CN1CCC(Cc2ccccc2)CC1)NNC(=O)c1ccc(Br)cc1
    0.7	-0.5	-1	12
(70) O=S(=O)(/N=C(/NS(=O)(=O)c1ccc(Cl)cc1)c1ccccc1)c1ccccc1
    0.0	1.3	2	8
(71) CC(SC1CCCC1)C(=O)NC(C)(C#N)C(C)C (centres undefined)
    -0.1	0.1	-2	-7
(72) Cc1ccc(-c2nc3ccccc3c(=O)n2CC(=O)NC2CCCCC2)cc1
    -0.1	-0.3	-2	-6
(73) CC1CC(C)CN(CCCNC(=O)CCCNC(=O)Cn2cnc3sc4c(c3c2=O)CCCC4)C1 (centres undefined)
    -0.1	-0.8	-7	-6
(74) COC(=O)C1=C(C(=O)OC)SC(=C2C(=S)C(C)(C)N(C(=O)CN3C(=O)c4ccccc4C3=O)c3cc(C)ccc32)S1
    0.1	-0.1	-8	16
(75) CCN1CCN(C(=O)c2ccc(N3CCC(NCC4CCOCC4)CC3)cc2)CC1
    -0.5	-1.0	0	-7
(76) CC(=O)ONC(=Nc1ccc(C)cc1)c1nonc1N
    -0.1	0.1	-7	-5
(77) O=C(COc1ccc(Cl)cc1Cl)N/N=C/c1cccc(O)c1
    0.1	1.0	6	11
(78) Cc1ccc2c(c1)CN(CC(=O)N1CCN(Cc3csc(C)n3)CC1)CC(C)O2 (centres undefined)
    -0.1	-0.8	-7	9
(79) Cc1cc2c(cc1C)C(c1ccccc1Br)CC(=O)N2 (centres undefined)
    -0.2	1.1	13	2
(80) CCOc1cc2c(cc1OCC)C(c1cccc(OC)c1OCC)CC(=O)N2 (centres undefined)
    -0.6	0.0	2	4
(81) O=C(CCC1(Cc2ccco2)CCC(=O)N1)NCCc1nc(-c2ccccc2)cs1 (centres undefined)
    0.1	0.8	5	0
(82) Cc1sc2ncnc(SCC(=O)Nc3ccc4ccccc4c3)c2c1C
    -0.2	0.2	5	7
(83) CCCn1c(CCl)nc2cc(S(=O)(=O)N3CCOCC3)ccc21
    -0.2	1.0	3	2
(84) Cc1cccc(-c2nc(Nc3ccc(Cl)cc3)c3ccccc3n2)c1
    0.0	-1.1	-12	-1
(85) COc1ccccc1C(CCNc1ccc2c(c1)OCO2)c1ccc2c(c1)OCO2 (centres undefined)
    -0.1	0.7	7	24
(86) COc1cccc2cc(C(N)=O)c(=Nc3ccc(C(N)=O)cc3)oc12
    -0.1	-0.5	-1	-1
(87) CCOC(=O)c1c(NC(=O)CSc2nnc(CNC(=O)c3ccco3)n2-c2ccc(OCC)cc2)sc2c1CCC2
    -0.1	-0.7	2	4
(88) O=c1/c(=C/c2cccnc2)sc2nc(-c3ccc(Br)cc3)nn12
    0.8	-0.1	3	26
(89) Cc1cc(C)n2nc(C(=O)N/N=C/c3cc(Cl)cc([N+](=O)[O-])c3O)nc2n1
    -0.5	-0.8	1	9
(90) O=C(CSc1nc2ccccc2c(=O)n1CCCN1CCCCC1)N1CCCCCC1
    -0.2	0.4	-4	3
(91) O=C(Nc1nccs1)c1ccc(NC(=O)c2ccccc2-c2ccccc2C(=O)O)cc1
    0.8	-0.8	-12	1
(92) CCCCNc1nc2ccccc2c2nc(-c3ccncc3)nn12
    0.4	-0.4	-4	-5
(93) COc1ccc2c(c1)C(=O)N(CCc1ccccc1)C(=O)C2
    0.4	3.9	-1	3
(94) COCCNC(=O)/C(C#N)=C/c1c(Oc2ccc(F)cc2)nc2ccccn2c1=O
    0.0	-8.0	2	17
(95) Cc1ccsc1C1C2=C(CCCC2=O)Nc2c1c(=O)n(C)c(=O)n2C (centres undefined)
    0.2	0.1	6	10

# Quoted from the entries so far for reference:
# Values run as follows: FBW7 activator	GPR151 activ	TEAD-YAP inh	MITF inh
(93) COc1ccc2c(c1)C(=O)N(CCc1ccccc1)C(=O)C2
    0.4	3.9	-1	3
(94) COCCNC(=O)/C(C#N)=C/c1c(Oc2ccc(F)cc2)nc2ccccn2c1=O
    0.0	-8.0	2	17
(95) Cc1ccsc1C1C2=C(CCCC2=O)Nc2c1c(=O)n(C)c(=O)n2C (centres undefined)
    0.2	0.1	6	10

# Screening results: PubChem BioAssay, The Scripps Research Institute Molecular Screening Center
